Screening results from PubChem BioAssay.
Mot1-301 SUMO – yeast Mot1-301 growth rescue at high temperature, primary screen, SUMOylation pathway inhibitor project, S. cerevisiae, ATP luminescence, 38.5C; S. cerevisiae Mot1-301 growth rescue; percent above DMSO median, 100 means doubled; growth rescue, % at 18.8 µM; 320,000 compounds, 1% hits;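 active = every valid replicate shows activation above 250% relative to neutral control wells; inactive = the rest, any valid replicate at or below 250%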;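 also: OY570 slx delta 5 strain wells were the positive control but not used for scaling; some compounds called inactive have numbers as strong as hits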
OPRM1-OPRD1 inv – inverse agonists of MOR-DOR heterodimerization, primary screen, cell-based, luminescence; 340,000 compounds, 0.21% hits; inhibition, % at 9.3 µM; cell-based MOR-DOR heterodimer luminescence, inverse agonism; Mu-type opioid receptor (Homo sapiens) + Delta-type opioid receptor (Homo sapiens), …; in the data active = inhibition above about 22%, passing the limit was not always enough;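 also: 0% = cells with DMSO and 100% = wells without cells with DMSO; values of inactives mirror those of a sister screen read the other way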
Target sequence (P35372 whole entry, looked up): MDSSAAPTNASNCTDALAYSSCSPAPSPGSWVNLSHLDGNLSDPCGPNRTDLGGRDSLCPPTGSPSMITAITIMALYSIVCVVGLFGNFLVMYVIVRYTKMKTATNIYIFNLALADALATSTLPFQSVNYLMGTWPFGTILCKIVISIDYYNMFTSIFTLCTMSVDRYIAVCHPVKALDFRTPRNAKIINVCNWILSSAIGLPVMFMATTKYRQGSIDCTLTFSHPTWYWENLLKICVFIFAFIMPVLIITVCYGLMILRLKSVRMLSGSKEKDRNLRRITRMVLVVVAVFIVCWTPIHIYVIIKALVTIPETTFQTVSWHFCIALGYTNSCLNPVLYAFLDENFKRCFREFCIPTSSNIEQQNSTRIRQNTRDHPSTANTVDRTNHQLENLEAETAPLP
Target sequence (P41143 whole entry, looked up): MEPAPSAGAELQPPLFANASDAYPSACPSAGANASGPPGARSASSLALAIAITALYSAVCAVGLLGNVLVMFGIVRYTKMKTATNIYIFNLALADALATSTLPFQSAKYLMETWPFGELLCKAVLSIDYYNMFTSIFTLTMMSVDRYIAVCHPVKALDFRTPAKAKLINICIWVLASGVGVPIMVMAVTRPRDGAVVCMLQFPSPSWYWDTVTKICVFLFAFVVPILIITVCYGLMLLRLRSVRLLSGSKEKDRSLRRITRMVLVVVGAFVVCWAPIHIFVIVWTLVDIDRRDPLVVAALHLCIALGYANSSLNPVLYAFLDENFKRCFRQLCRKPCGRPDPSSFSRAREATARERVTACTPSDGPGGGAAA
E coli growth – E. coli V3065 growth inhibition, primary screen, counter-screen for AddAB inhibitor project, absorbance, OD600; 18 h; inhibition, % at 11.9 µM; 330,000 compounds, 0.27% hits;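 active = inhibition above the campaign's mean inhibition across all tested compounds plus 3 SD, cut at about 9.9% in these data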;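 also: uninfected addAB+ strain grown without phage in ampicillin broth; 0% = DMSO wells and 100% = ciprofloxacin 0.95 µg/ml wells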
DSG3 Ab inh – inhibitors of pemphigus antibody binding to DSG3, primary screen, biochemical, bead-based, flow cytometry, scFv-GFP | Desmoglein-3 (Homo sapiens), P32926 | DSG3-coupled beads, scFv-anti-DSG3-GFP binding; active compounds read low | binding (percent of control), % at 10 µM | 310,000 compounds, 0.48% hits;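 active = binding more than 3 SD below its plate's average and above zero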;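 also: hits lower antibody fragment binding to DSG3; some compounds called inactive have numbers as strong as hits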
PfHsp90 set2 – growth inhibition of PfHsp90-expressing yeast, primary screen, antimalarial PfHsp90 inhibitor project, S. cerevisiae, BacTiter-Glo luminescence, single point, set 2; 310,000 compounds, 0.32% hits; inhibition, % at 9.4 µM; BacTiter-Glo ATP, 48 h; yeast lacking PDR1 and PDR3 efflux regulators; AID 504621, 2011;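 active = every replicate shows inhibition above about 80%, whatever the replicate mean, limit read from the data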;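 also: 0% = DMSO neutral controls and 100% = 20 µM radicicol positive controls; yeast relying on Plasmodium falciparum Hsp90 in place of its own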
AddAB inh – growth inhibition of E. coli expressing H. pylori AddAB, primary screen, AddAB inhibitor project, absorbance; 330,000 compounds, 0.29% hits; inhibition, % at 11.9 µM; AID 435030, 2010; in the data active = inhibition above about 12%;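 also: 0% = vehicle wells of infected cells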
PKA-R1A activ – activators of PKA-R1A holoenzyme, primary screen, biochemical, fluorescence polarization, Cy5-IP20, bovine R1A, mouse PKAc; AID 504707, 2011; PKA-R1A dissociation; scaled: DMSO 0%, 113 µM cGMP 100%; activation, % at 11.4 µM; 340,000 compounds, 0.083% hits; cAMP-dependent protein kinase type I-alpha regulatory subunit (Bos taurus) + …;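 active = percent activation above the mean of all tested compounds plus 3 SD, cut at about 19% in these data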;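 also: higher means more PKAc released from R1A so a rise in polarization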
Arrestin-AP2 inh – inhibitors of beta-arrestin/AP2 binding, primary screen, biochemical, GPCR trafficking, flow cytometry; beta-arrestin 1 C-terminal peptide binding to AP2 beta2-adaptin appendage (human); FITC-arrestin peptide / GST-AP2 beads; AP2 beta2 appendage carries R879A mutation; inhibition, % at 10 µM; 340,000 compounds, 0.31% hits; AID 504490, 2011;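 active = inhibition above a set limit, near 3 SD of compounds lacking own fluorescence, cut at about 54% in these data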;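 also: plate controls were DMSO wells for no effect and 5 µM unlabelled arrestin peptide for full effect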
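Material – AP2 appendage R879A on GSH beads · Buffer or medium – PBS with 0.05% Tween 20 and 0.1% BSA · Probe or stimulus – fluorescein-tagged arrestin peptide at 50 nM final · Incubation – compound with beads 12 min RT, then probe 1 h RT · Detection – high-throughput flow cytometry of beads, ex 488, em 535 nm · Evaluation – percent response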
Tat export inh – E. coli Tat export inhibitors, primary screen, MC4100, TorA-mCherry reporter, fluorescence, single point; inhibition, % at 10 µM; AID 488895, 2010; 340,000 compounds, 0.036% hits;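 active = mean replicate inhibition at least 50% and at least half of replicates individually reaching 50%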;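 also: exported cargo escapes ClpAP degradation while cytoplasmic cargo is degraded and loses fluorescence; 0% = median of neutral control wells and 100% = median of NaSCN control wells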
phage Ecoli inh – growth loss of phage-infected E. coli, primary screen, RecBCD inhibitor project, absorbance, with phage, HTS; 360,000 compounds, 0.26% hits; inhibition, % at 11.9 µM; in the data active = inhibition above about 11%
MOR-DOR ag – agonists of OPRM1-OPRD1 heterodimerization, primary screen, cell-based, luminescence; AID 504326, 2011; 340,000 compounds, 0.3% hits; Mu-type opioid receptor (Homo sapiens) + Delta-type opioid receptor (Homo sapiens), …; activation, % at 9.3 µM; cells; in the data active = activation above about 18%;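 also: 0% = vehicle-treated cells and 100% = reference agonist; values of inactives mirror those of a sister screen read the other way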
Active calls of the source: *; . = not tested or not shown; & = joins results of further samples.

SMILES	Mot1-301 SUMO	OPRM1-OPRD1 inv	E coli growth	DSG3 Ab inh	PfHsp90 set2	AddAB inh	PKA-R1A activ	Arrestin-AP2 inh	Tat export inh	phage Ecoli inh	MOR-DOR ag
O=C(CCCc1nc2ccccc2s1)Nc1nccs1	-4.1	4.4	-0.8	98.2	.	2.0	-15.2	20.2	1.1	1.1	-0.8
Cn1c(N)c(C(=O)COC(=O)c2ccc(F)cc2Cl)c(=O)n(C)c1=O	-1.9	5.3	1.1	98.0	-5.0	2.9	-7.2	-12.3	4.3	8.5	-1.3
COc1ccc(N2CCOCC2)c(NC(=O)c2ccc3c(c2)OCO3)c1	-11.6	-9.2	-1.4	130.9	9.7	1.6	-7.1	7.8	1.3	1.6	1.1
O=C(O)c1ccc(-c2nc(-c3ccccc3Cl)cs2)cc1	-8.9	12.9	0.9	86.5	-21.4	2.0	-4.5	4.6	3.4	5.0	-2.1
COc1ccccc1-c1cnn2c(NCCc3ccccc3)cc(C)nc12	14.3	-10.8	-0.9	97.8	-26.9	-0.6	-6.7	-1.8	15.3	1.9	2.2
O=C(COc1ccc(Cl)cc1)N1CCCCCCC1	-11.8	11.0	-2.1	102.6	6.8	3.6	-4.7	5.7	-1.9	-0.6	-2.0
CC(=O)N1Cc2[nH]c3ccccc3c2CC1C(=O)O (centres undefined)	.	2.7	.	108.4	-13.7	.	9.6	8.1	-14.9	0.9	-0.5
CCOC(=O)c1ccc(NC(=O)C2(c3ccc(OC)cc3)CCOCC2)cc1	-0.2	3.9	2.0	.	33.7	3.1	-1.5	-1.2	-0.1	2.5	-0.7
O=C(Nc1cccc(N=Cc2cc(Br)cc(Br)c2O)c1)c1ccco1	765.7*	-25.0	-0.7	111.2	9.5	4.6	-1.4	2.6	-1.7	5.7	4.7
O=C(CN1CCN(S(=O)(=O)c2ccccc2)CC1)N1CCc2ccccc21	17.1	10.1	0.0	106.2	.	0.7	6.1	-6.1	0.2	-0.3	-2.4
CCC1(c2ccc(F)cc2)NC(=O)N(CC(=O)N2CCN(S(=O)(=O)c3ccc(C)cc3)CC2)C1=O (centres undefined)	20.3	7.0	1.2	96.5	26.7	1.0	4.1	-3.0	7.8	1.3	-1.1
CS(=O)(=O)N(CC(=O)NCc1ccccc1Cl)Cc1ccccc1	-0.3	16.2	0.3	94.5	34.7	0.6	-7.6	26.2	-5.6	0.5	-3.0
Cc1ccc(S(=O)(=O)NCC(=O)OCC(=O)N(CCC#N)c2ccccc2)cc1	-26.5	8.6	-2.7	.	-0.2	-0.8	-10.3	8.8	5.0	3.9	-1.8
Cc1cc(NC(=O)c2ccc(F)cc2)no1	-24.6	0.2	-0.3	110.9	12.5	-0.3	3.5	3.2	-0.4	1.8	0.0
COc1ccc(-c2cc(C(=O)Nc3cc(S(=O)(=O)N4CCOCC4)ccc3N3CCOCC3)c3ccccc3n2)cc1	-5.0	-3.4	1.1	92.9	-10.0	0.2	-4.2	8.3	-7.4	0.5	0.7
COP(=O)(OC)c1nc(-c2ccc(C)cc2)oc1N1CCCCC1	-32.5	4.5	0.6	99.8	-12.4	-1.9	8.6	4.6	-2.1	-1.1	-0.8
CC(=O)Nc1cccc(OCC(=O)Nc2ccc(F)cc2)c1	-4.3	6.0	-1.6	111.2	.	4.3	-6.5	25.6	-8.2	4.5	-1.1
COCCn1c(SCC(=O)Nc2ccc(S(N)(=O)=O)cc2)nc2ccccc21	-4.4	0.6	2.7	102.7	-9.5	1.9	2.2	45.0	3.6	2.1	-0.1
O=C(CSc1nnc2c(n1)[nH]c1ccc(S(=O)(=O)N3CCOCC3)cc12)Nc1ccc(F)c(F)c1	-4.3	7.8	2.3	94.5	-18.9	1.4	-1.5	-22.6	6.1	0.8	-1.5
Cc1ccc(NC(=O)CCS(=O)(=O)c2cccc3nonc23)c(Br)c1	0.9	7.0	1.6	.	-7.7	3.5	-1.6	2.9	9.3	-0.6	-1.1

The last two compounds of the section before come first, to join the parts:
SMILES	Mot1-301 SUMO	OPRM1-OPRD1 inv	E coli growth	DSG3 Ab inh	PfHsp90 set2	AddAB inh	PKA-R1A activ	Arrestin-AP2 inh	Tat export inh	phage Ecoli inh	MOR-DOR ag
O=C(CSc1nnc2c(n1)[nH]c1ccc(S(=O)(=O)N3CCOCC3)cc12)Nc1ccc(F)c(F)c1	-4.3	7.8	2.3	94.5	-18.9	1.4	-1.5	-22.6	6.1	0.8	-1.5
Cc1ccc(NC(=O)CCS(=O)(=O)c2cccc3nonc23)c(Br)c1	0.9	7.0	1.6	.	-7.7	3.5	-1.6	2.9	9.3	-0.6	-1.1
COCCNc1ncnc2c1cnn2Cc1ccccc1Cl	-0.7	9.2	1.1	90.3	-2.5	0.4	-2.9	16.3	5.8	0.1	-1.8
Cn1nc(-c2ccccc2)c(C(=O)Nc2ccc(Cl)cc2)c1Cl	-26.1	-5.7	1.9	95.8	-41.2	2.5	-0.7	-8.4	-3.2	3.0	0.9
O=C(c1cc2c(s1)CCCC2)N1CCN(S(=O)(=O)c2ccccc2)CC1	-4.0	6.2	0.7	96.2	-16.0	3.8	-9.4	20.5	3.3	4.6	-1.0
CSCCC(NC(C)=O)C(=O)Oc1ccc2c3c(c(=O)oc2c1)CCCC3 (centres undefined)	-32.2	4.2	.	100.9	-5.7	.	-2.3	1.2	3.3&3.7	2.8	-0.8
COc1ccc(NC(=O)CCNC(C)=O)cc1NS(=O)(=O)c1ccc(F)cc1	191.4	4.0	-1.1	.	-34.3	-1.4	-3.6	8.6	5.0	2.6	-0.7
CSCSC1=C(C#N)C(c2ccccc2Cl)C(C(C)=O)=C(C)N1 (centres undefined)	32.4	7.4	-0.7	97.6	-12.4	0.8	-13.5	12.8	2.6	0.6	-1.3
Cc1cc(NC(=O)c2ccc(Cl)c(S(=O)(=O)N3CCOCC3)c2)no1	16.4	14.9	0.3	99.9	12.0	3.7	3.2	1.9	-6.7	4.1	-2.9
Cn1cnc([N+](=O)[O-])c1SCCO	6.2	7.2	-1.0	112.1	-12.0	-1.2	-2.3	-3.5	-2.6	2.2	-1.4
CCOc1ncccc1C(=O)Nc1ccc(Cl)c(S(=O)(=O)N2CCCC2)c1	3.7	4.2	-2.1	80.7	-12.3	2.4	-6.7	-1.4	-0.4	-2.3	-0.9
O=C(c1ccc(S(=O)(=O)Nc2ccccc2Cl)cc1)N1CCCC1	-12.3	5.0	2.4	.	-2.2	1.9	-3.2	-0.2	-5.3	0.1	-1.4
CC(NC(=O)c1ccco1)C1COc2ccccc2O1 (centres undefined)	-6.9	4.7	-1.7	102.1	4.6	-0.2	-2.2	27.7	3.3	2.1	-0.8
Cn1c(=O)c2c(nc(CN3CCN(C(=O)c4ccco4)CC3)n2CC(=O)C(C)(C)C)n(C)c1=O	4.0	12.2	-0.9	106.5	12.8	-1.4	0.9	10.8	-5.5	-0.9	-2.3
COc1ccc(/C=C/C(=O)NC(CCSC)C(=O)O)cc1 (centres undefined)	-10.9	1.4	3.6	98.4	-7.1	3.3	9.7	6.9	0.1	3.8	-0.2
CCn1cc(C2N3CC4(C)CN2CC(C)(C3)C4=O)c2ccccc21 (centres undefined)	320.0	10.7	2.1	102.3	10.6	0.0	-16.1	14.8	-4.5	3.5	-1.8
Cc1ccccc1NC(=O)CCN1CCCC1	-6.6	24.7	2.8	102.1	-4.1	4.3	0.8	16.0	1.4	1.5	-5.4
O=C(CCC(=O)Nc1ccc(Br)cc1)N/N=C/c1ccc(O)cc1	-9.5	19.0	-0.6	95.6	-4.5	-0.7	0.2	33.7	-1.4	2.4	-3.3
COc1ccccc1NC(=S)N(Cc1ccc(C)cc1)Cc1ccccn1	-31.5	15.4	1.1	.	1.7	0.2	-4.8	2.2	-4.9	2.0	-3.4
NC(=O)c1ccc(NC(=O)c2ccc(COc3ccc(F)cc3)o2)cc1	-4.9	-3.5	-1.1	.	-16.6	1.6	0.8	-7.4	-5.9	-0.4	0.9
CC1CCN(C(=O)COC(=O)CNC(=O)c2ccccc2F)CC1	.	16.8	.	94.2	.	.	-2.8	-1.9	1.8	2.2	-2.6
Cc1ccccc1C(=O)NC(=S)NC1CCS(=O)(=O)C1 (centres undefined)	1.7	18.4	0.2	.	-9.6	-0.7	-1.5	-20.5	-5.2	3.0	-3.6
CCC(C)/C(C)=N/NC(=O)c1ccc(COc2ccc(Cl)c(C)c2)cc1 (centres undefined)	125.6	-7.7	-0.5	101.0	33.6	5.6	-15.0	8.2	4.6	5.5	1.3
CC1CCCC(C)N1C(=O)COC(=O)c1n[nH]c(=O)c2ccccc12 (centres undefined)	14.7	7.5	0.9	.	.	0.1	0.1	-3.7	-4.3	0.5	-1.9
CCCc1nnc(NC(=O)CCC(=O)NC2CCCC2)s1	-1.7	15.7	-2.1	102.5	-10.9	2.3	6.9	-4.3	-4.0	3.3	-3.2
Cc1c(CCOC(=O)c2ccc([N+](=O)[O-])cc2)sc[n+]1CC(=O)c1ccccc1	-13.8	3.9	-3.1	101.2	20.5	-5.2	0.9	8.0	1.8	0.6	-0.8
COc1ccccc1CC(=O)N(CCC1=CCCCC1)c1c(N)n(Cc2ccccc2)c(=O)[nH]c1=O	-6.4	9.8	1.3	100.3	.	1.8	5.5	3.6	-4.1	0.1	-1.9
CCOc1ccc(S(=O)(=O)N2CCCCC2)cc1NC(=O)Cc1ccsc1	-0.1	-0.6	0.9	102.2	7.4	1.2	2.8	0.1	0.3	2.5	0.1
Cc1cccc(Nc2cc(=O)n(C)c(=O)[nH]2)c1	-4.1	13.4	1.1	95.0	-11.0	2.7	-10.3	4.4	7.8	-1.6	-2.8
Clc1ccccc1CSc1nnc(-c2ccncc2)o1	37.7	16.8	-1.6	.	-39.6	2.0	2.2	5.6	-2.4	2.3	-3.3
COc1ccc(C(CC(=O)N2CCCC2)c2c(O)cc(OC)cc2OC)cc1 (centres undefined)	-0.7	16.3	2.7	.	-11.7	3.4	-4.4	-8.8	-3.7	0.4	-2.9
CCC(C)NC(=O)C1CCC(=O)N(c2cc(OC)c(OC)c(OC)c2)C1c1ccc(OC)cc1 (centres undefined)	11.0	11.9	0.0	.	.	0.7	-4.5	2.1	-1.9	3.2	-2.0
COc1cc2ccccc2ccc1=NO	.	1.2	.	99.5	-8.0	.	-6.5	6.0	2.2	-0.3	-0.3
